Tat export inh: E. coli Tat transport inhibition; E. coli MC4100 TorA-mCherry Tat export, fluorescence; inhibition, % at 10 µM; actives 0.036% (n = 340,000); AID 488895;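 active = mean replicate inhibition at least 50% and at least half of replicates individually reaching 50%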;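 also: exported cargo escapes ClpAP degradation while cytoplasmic cargo is degraded and loses fluorescence; 0% = median of neutral control wells and 100% = median of NaSCN control wells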
Mot1-301 SUMO: inhibitors of SUMOylation pathway: yeast Mot1-301 growth rescue; S. cerevisiae Mot1-301 growth rescue, ATP luminescence, 38.5C; percent above DMSO median, 100 means doubled; growth rescue, % at 18.8 µM; actives 1% (n = 320,000);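 active = every valid replicate shows activation above 250% relative to neutral control wells; inactive = the rest, any valid replicate at or below 250%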;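 also: OY570 slx delta 5 strain wells were the positive control but not used for scaling; some compounds called inactive have numbers as strong as hits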
Ecoli viability: reduces bacterial viability in AddAB counter-screen; E. coli V3065 growth, OD600 absorbance, 18 h; inhibition, % at 11.9 µM; actives 0.27% (n = 330,000); AID 449728;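 active = inhibition above the campaign's mean inhibition across all tested compounds plus 3 SD, cut at about 9.9% in these data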;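 also: uninfected addAB+ strain grown without phage in ampicillin broth; 0% = DMSO wells and 100% = ciprofloxacin 0.95 µg/ml wells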
MOR-DOR inv ag: inverse agonist of human OPRM1-OPRD1 heterodimerization | P35372+P41143 | cell-based MOR-DOR heterodimer luminescence, inverse agonism | actives 0.21% (n = 340,000) | inhibition, % at 9.3 µM; in the data active = inhibition above about 22%, passing the limit was not always enough;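 also: 0% = cells with DMSO and 100% = wells without cells with DMSO; values of inactives mirror those of a sister screen read the other way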
MOR-DOR ag: agonists of human mu-delta opioid receptor heterodimerization. cells, OPRM1-OPRD1 heterodimerization, luminescence. activation, % at 9.3 µM. AID 504326. actives 0.3% (n = 340,000). P35372+P41143; in the data active = activation above about 18%;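 also: 0% = vehicle-treated cells and 100% = reference agonist; values of inactives mirror those of a sister screen read the other way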
Arrestin-AP2 inh: human beta-arrestin and AP2 interaction inhibition; FITC-arrestin peptide / GST-AP2 beads, flow cytometry; AP2 beta2 appendage carries R879A mutation; actives 0.31% (n = 340,000); inhibition, % at 10 µM;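 active = inhibition above a set limit, near 3 SD of compounds lacking own fluorescence, cut at about 54% in these data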;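 also: plate controls were DMSO wells for no effect and 5 µM unlabelled arrestin peptide for full effect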
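Material – AP2 appendage R879A on GSH beads · Buffer or medium – PBS with 0.05% Tween 20 and 0.1% BSA · Probe or stimulus – fluorescein-tagged arrestin peptide at 50 nM final · Incubation – compound with beads 12 min RT, then probe 1 h RT · Detection – high-throughput flow cytometry of beads, ex 488, em 535 nm · Evaluation – percent response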
phage Ecoli inh: E. coli growth loss with phage present | inhibition, % at 11.9 µM | growth absorbance | AID 651602 | actives 0.26% (n = 360,000); in the data active = inhibition above about 11%
AddAB inh: less growth of phage-infected E. coli with AddAB | E. coli expressing H. pylori AddAB, absorbance growth | inhibition, % at 11.9 µM | actives 0.29% (n = 330,000); in the data active = inhibition above about 12%;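 also: 0% = vehicle wells of infected cells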
PfHsp90 yeast 2: reduces growth (ATP signal) of yeast expressing P. falciparum Hsp90; actives 0.32% (n = 310,000); S. cerevisiae expressing PfHsp90, BacTiter-Glo ATP, 48 h; yeast lacking PDR1 and PDR3 efflux regulators; inhibition, % at 9.4 µM;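 active = every replicate shows inhibition above about 80%, whatever the replicate mean, limit read from the data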;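 also: 0% = DMSO neutral controls and 100% = 20 µM radicicol positive controls; yeast relying on Plasmodium falciparum Hsp90 in place of its own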
PKA-R1A activ: PKA-R1A complex activation; PKA-R1A dissociation, Cy5-IP20 fluorescence polarization; scaled: DMSO 0%, 113 µM cGMP 100%; activation, % at 11.4 µM; actives 0.083% (n = 340,000); AID 504707;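 active = percent activation above the mean of all tested compounds plus 3 SD, cut at about 19% in these data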;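 also: higher means more PKAc released from R1A so a rise in polarization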
DSG3 Ab inh: human desmoglein-3 autoantibody binding inhibition; P32926; binding (percent of control), % at 10 µM; actives 0.48% (n = 310,000); DSG3-coupled beads, scFv-anti-DSG3-GFP binding, flow cytometry; stronger effect = lower value;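 active = binding more than 3 SD below its plate's average and above zero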;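 also: hits lower antibody fragment binding to DSG3; some compounds called inactive have numbers as strong as hits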
Target sequence (P32926 whole entry, looked up, the tested form may be a part): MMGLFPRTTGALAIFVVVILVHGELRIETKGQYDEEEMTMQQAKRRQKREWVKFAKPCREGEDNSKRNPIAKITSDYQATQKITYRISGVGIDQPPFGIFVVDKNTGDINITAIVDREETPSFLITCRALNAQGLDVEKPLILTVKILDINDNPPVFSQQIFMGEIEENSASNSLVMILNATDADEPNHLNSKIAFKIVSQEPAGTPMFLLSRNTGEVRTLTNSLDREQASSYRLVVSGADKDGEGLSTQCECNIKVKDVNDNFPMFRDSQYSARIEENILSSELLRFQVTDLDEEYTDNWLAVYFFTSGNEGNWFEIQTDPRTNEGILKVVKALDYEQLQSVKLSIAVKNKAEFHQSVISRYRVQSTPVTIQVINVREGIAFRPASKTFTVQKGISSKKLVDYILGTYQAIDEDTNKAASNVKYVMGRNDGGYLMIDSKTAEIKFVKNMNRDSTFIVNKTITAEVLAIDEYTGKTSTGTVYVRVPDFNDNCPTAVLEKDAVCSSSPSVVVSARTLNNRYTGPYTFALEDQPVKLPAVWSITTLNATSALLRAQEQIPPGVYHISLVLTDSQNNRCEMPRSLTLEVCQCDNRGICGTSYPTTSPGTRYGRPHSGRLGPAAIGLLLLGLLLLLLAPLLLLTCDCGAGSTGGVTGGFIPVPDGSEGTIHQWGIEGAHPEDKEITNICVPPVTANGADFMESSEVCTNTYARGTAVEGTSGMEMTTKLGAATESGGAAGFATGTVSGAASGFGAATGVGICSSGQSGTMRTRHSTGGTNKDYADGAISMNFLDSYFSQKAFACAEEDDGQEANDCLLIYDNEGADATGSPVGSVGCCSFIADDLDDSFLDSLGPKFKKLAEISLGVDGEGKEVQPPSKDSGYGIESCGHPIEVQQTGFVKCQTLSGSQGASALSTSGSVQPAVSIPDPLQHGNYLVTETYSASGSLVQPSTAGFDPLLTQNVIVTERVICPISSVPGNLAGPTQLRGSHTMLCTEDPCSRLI
Numbers without * were called inactive; nt = no result given.

SMILES	Tat export inh	Mot1-301 SUMO	Ecoli viability	MOR-DOR inv ag	MOR-DOR ag	Arrestin-AP2 inh	phage Ecoli inh	AddAB inh	PfHsp90 yeast 2	PKA-R1A activ	DSG3 Ab inh
COc1ccc2[nH]cc(CCNC(=O)Cc3c(F)cccc3Cl)c2c1	-2	-11	1.9	3	-0.6	-11	-5.2	4.1	15	0	110
Cc1c(Cl)cccc1NC(=O)CCN1C(=O)C2CC=CCC2C1=O (stereo unspecified)	-5	158	-0.7	11	-2.1	-1	1.6	-0.3	-19	-7	nt
O=C1CCC(C(=O)N2CCSCC2)CN1Cc1ccc(Cl)cc1 (stereo unspecified)	-3	-22	-1.6	20	-3.8	14	-1.1	1.2	-26	1	90
O=C(c1ccc([N+](=O)[O-])c(CS(=O)(=O)c2ccc(Cl)cc2)c1)N1CCCCC1	-2	16	0.2	-2	0.4	-1	0.0	0.8	14	3	100
O=S(=O)(c1ccc2[nH]c3c(c2c1)CCCC3)N1CCCCC1	4	7	0.9	-16	3.3	-16	3.7	3.4	0	-14	118
CCn1c(COc2cccc(OC)c2)nnc1SCC(=O)NCC1CCCO1 (stereo unspecified)	-10	-15	2.3	10	-1.3	-1	2.6	7.7	3	0	nt
Cn1c(=O)c2c(nc(N/N=C3\CCCc4ccccc43)n2Cc2ccc(F)cc2)n(C)c1=O	3	-18	-3.9	-3	0.6	-4	3.0	2.3	-11	-7	130
N#CC1(NC(=O)CSc2nncn2-c2ccccc2F)CCCC1	1	-3	-0.3	9	-1.8	7	1.9	-0.9	4	-6	101
O=C(OCC#CCSc1nc2ccccc2o1)c1ccco1	11	96	-0.7	6	-1.0	-7	2.4	0.4	nt	-16	133
NC(=O)CC(NC(=O)OCc1ccccc1)C(=O)O (stereo unspecified)	-7	1	-1.3	13	-3.2	1	1.8	2.9	-1	7	nt
COc1cc(/C=N/NC(=S)Nc2cccc(C(=O)O)c2)ccc1O	9	4	1.6	11	-2.5	16	2.5	4.0	-2	2	100
Cc1cc(C)cc(-n2nnnc2SCC(=O)Nc2cccc(NC(=O)c3ccco3)c2)c1	-9	-22	-3.0	4	-0.8	1	0.9	0.1	-1	-8	101
CC1(c2ccc(NC(=O)c3ccccc3F)cc2)CC1(Cl)Cl (stereo unspecified)	11	-9	-0.5	-30	6.4	2	2.8	-1.2	-21	9	102
Cc1cccc(C)c1NC(=O)CS(=O)CC(=O)N1CCN(c2ccccc2)CC1 (stereo unspecified)	-1	11	2.3	15	-2.8	21	2.0	3.0	6	1	99
COc1ccccc1CCc1nnc(CCC(=O)NC(C)Cc2cccc(C)n2)o1 (stereo unspecified)	20	nt	-2.6	2	-0.4	11	1.2	-2.0	-20	-4	102
CCC1C=C(c2ccccc2)C=CN=C1N(CC)CC (stereo unspecified)	-6	101	1.6	-3	0.6	20	3.6	1.5	5	-3	98
CC(C)[C@@H](C(=O)OCC(=O)c1ccc2c(c1)NC(=O)CO2)N1C(=O)c2ccccc2C1=O	-4	nt	nt	8	-1.7	-5	1.6	nt	-14	-5	nt
CN(C(=S)Nc1ccccc1)c1ccccc1	-13	3	0.6	-10	2.0	44	1.5	0.2	-5	7	99
CCNC(=S)N1CCN=C1Nc1nc(C)cc(C)n1	3	6	-0.4	nt	nt	-31	0.9	5.8	12	nt	96
N#Cc1c(-c2cccs2)cc(-c2cccnc2)nc1N	-5	-4	-0.7	4	-0.8	32	2.6	0.8	-6	-6	98
CC(/C=N/NC(=O)CSc1ccccn1)=C\c1ccc(C(C)C)cc1	3	50	0.3	-8	1.2	-2	3.3	2.0	-23	-5	90
CN(C)/C=C1\C(=O)N(c2ccc(Cl)cc2)CS1(=O)=O	-5	nt	-2.2	15	-3.2	-10	1.9	0.7	nt	-15	111
Cc1ccc(OCC(=O)NNC(=O)C2CSC3(C)CCC(=O)N23)cc1C (stereo unspecified)	-3	nt	nt	12	-1.9	4	1.1	nt	nt	9	106
COc1c(C)cc(C(=O)C2CCCN(C(=O)c3ccc4cc[nH]c4c3)C2)cc1C (stereo unspecified)	13	41	-3.3	-11	2.3	13	0.9	-2.8	-29	-4	104
COc1cccc(C(=O)OCC(=O)N2CCc3ccccc3C2)c1	2	17	-0.4	18	-3.8	-4	1.0	0.3	-9	10	nt
COc1cc(C)c(NC(=O)C2CCN(S(=O)(=O)c3cccs3)CC2)cc1OC	-12	-10	1.8	2	-0.4	21	2.1	-0.6	-31	-4	nt
O=c1c2cc(Br)ccc2nc(-c2ccccc2)n1O	-5	21	-5.0	6	-1.0	-11	-4.4	-3.0	14	-1	84
CCNC(=S)N1CCN(S(=O)(=O)c2ccc(C)c(C)c2)CC1	4	12	1.1	13	-2.9	-9	1.6	3.2	-6	6	100
Cc1cc(C)c(S(C)(=O)=O)c(Oc2ccccc2C)n1	-15	-11	-0.7	3	-0.6	-1	-1.1	5.9	-44	6	118
Cc1ccc(-n2ncc(C#N)c2/N=C/N2CCOCC2)cc1	0	6	-1.3	10	-1.8	-6	0.8	-2.6	8	-2	95
Cc1ccc(C(=O)CCC(=O)Nc2ncccc2C)cc1	1	-5	0.9	8	-2.2	-5	-1.5	0.3	-3	-8	nt
CSC1=N/C(=C\C=C\c2cccs2)C(=O)S1	1	-25	1.8	2	-0.4	0	2.8	1.8	-13	3	110
COc1cccc(NC(=O)COC(=O)c2c(-c3ccccc3)noc2C)c1	0	-8	1.0	23	-4.4	21	-0.1	1.1	24	-6	100
O=C(CSc1nc(Nc2ccccc2)nc(N2CCOCC2)n1)Nc1ccc([N+](=O)[O-])cc1	-4	-17	-2.5	-21	3.7	22	1.8	2.2	0	-7	101
O=C(COC(=O)c1cc[n+]([O-])cc1)Nc1c(Cl)cccc1C(F)(F)F	-6	6	-1.9	5	-1.0	9	1.1	2.2	24	-9	92
O=C(O)CN1C(=O)Nc2ccc(Br)cc2C1c1ccccc1 (stereo unspecified)	-2	4	1.4	19	-3.9	-9	0.0	-0.2	2	-2	96
CC(=O)/C(=C/c1ccc(N(C)C)cc1)C(=O)c1ccccc1	2	-8	-1.2	8	-1.6	4	1.7	3.5	17	17	107
O=C(COc1ccccc1Br)c1ccc(O)cc1O	-6	10	-0.1	-10	1.6	-4	-0.2	1.8	-16	2	103
Cc1ccc([N+](=O)[O-])cc1NC(=O)c1ccoc1C	-4	1	-1.0	-3	0.6	43	1.7	3.1	5	-8	100
CC1(C)CC(=O)C(C=NCC2CCCO2)=C(O)C1 (stereo unspecified)	-6	59	1.6	8	-1.6	2	1.8	0.3	15	-11	94
CC(C)C[C@H]1CNC(=S)N1CC1CCCN1C[C@H](CC(C)C)N1C[C@H](Cc2ccc(O)cc2)N(CC2CCCCC2)C1=S (stereo partly specified)	3	nt	nt	2	-0.4	-3	5.1	nt	19	-10	111
CC(C)(Oc1ccc(Cl)cc1)C(=O)Nc1ccc2oc(=O)ccc2c1	3	-13	-0.1	15	-2.7	27	2.3	1.1	9	-5	103
CCCNc1ncccc1C(N)=O	-3	-12	-3.3	15	-2.6	16	-3.1	-0.3	17	0	96
CCOC(=O)c1ccc(CNC(=O)c2cc(COc3ccccc3SC)on2)o1	-2	-1	1.6	20	-3.8	-2	1.9	2.5	-6	12	103
CC(C)CCSc1cc(NCCO)c([N+](=O)[O-])c2nonc12	3	-19	-0.9	-9	1.9	9	3.1	0.1	9	-2	nt
CCOc1ccccc1NC(=O)C1CCN(C(=O)Cc2ccccc2)CC1	-5	8	-0.2	-2	0.5	-10	2.5	-1.5	-39	-2	97
COc1cc(NC(=O)CSc2nc3ccccc3cc2C)c(C(=O)O)cc1OC	-4	-8	-0.9	-1	0.2	2	1.0	2.6	4	10	81
CCN(CC)C(=O)CSc1nc2c(sc(=S)n2-c2ccccc2)c(=O)n1-c1ccc(OC)cc1OC	11	7	-1.4	10	-2.3	-1	1.9	2.0	-19	2	101
C=C1CC2C=C(NC(C)=O)CC(C1)C2 (stereo unspecified)	-3	-8	-1.3	7	-1.2	2	1.9	0.3	-24	2	104
CC12CCC(C(=O)N(Cc3ccccc3)Cc3ccccc3)(OC1=O)C2(C)C (stereo unspecified)	-1	-6	0.5	3	-0.7	29	-0.8	3.2	20	0	117
O=C(O)c1ccccc1C(=O)NCc1ccc(F)cc1	1	50	-0.2	3	-0.6	27	1.6	0.4	-19	-5	97
C=CCc1cccc2cc(C(=O)NC3CCCC3)c(=O)oc12	18	-7	-0.7	1	-0.2	-8	3.5	0.0	-18	2	102
CC1CC(O)C(C)CN1 (stereo unspecified)	-7	nt	nt	15	-3.1	-29	0.2	nt	17	-4	114
CCOC(=O)NC(=O)c1cn(Nc2ccccc2)c(=O)[nH]c1=O	-4	-19	-2.5	4	-0.8	-4	0.8	0.8	11	-13	112
O=C(Nc1ccccc1)Nc1cc(Cl)cc(Cl)c1	-14	1	8.8	-58	10	7	11	7.4	-8	-17	105

By substructure: the compounds so far with a Cl atom
SMILES	Tat export inh	Mot1-301 SUMO	Ecoli viability	MOR-DOR inv ag	MOR-DOR ag	Arrestin-AP2 inh	phage Ecoli inh	AddAB inh	PfHsp90 yeast 2	PKA-R1A activ	DSG3 Ab inh
COc1ccc2[nH]cc(CCNC(=O)Cc3c(F)cccc3Cl)c2c1	-2	-11	1.9	3	-0.6	-11	-5.2	4.1	15	0	110
Cc1c(Cl)cccc1NC(=O)CCN1C(=O)C2CC=CCC2C1=O (stereo unspecified)	-5	158	-0.7	11	-2.1	-1	1.6	-0.3	-19	-7	nt
O=C1CCC(C(=O)N2CCSCC2)CN1Cc1ccc(Cl)cc1 (stereo unspecified)	-3	-22	-1.6	20	-3.8	14	-1.1	1.2	-26	1	90
O=C(c1ccc([N+](=O)[O-])c(CS(=O)(=O)c2ccc(Cl)cc2)c1)N1CCCCC1	-2	16	0.2	-2	0.4	-1	0.0	0.8	14	3	100
CC1(c2ccc(NC(=O)c3ccccc3F)cc2)CC1(Cl)Cl (stereo unspecified)	11	-9	-0.5	-30	6.4	2	2.8	-1.2	-21	9	102
CN(C)/C=C1\C(=O)N(c2ccc(Cl)cc2)CS1(=O)=O	-5	nt	-2.2	15	-3.2	-10	1.9	0.7	nt	-15	111
O=C(COC(=O)c1cc[n+]([O-])cc1)Nc1c(Cl)cccc1C(F)(F)F	-6	6	-1.9	5	-1.0	9	1.1	2.2	24	-9	92
CC(C)(Oc1ccc(Cl)cc1)C(=O)Nc1ccc2oc(=O)ccc2c1	3	-13	-0.1	15	-2.7	27	2.3	1.1	9	-5	103
O=C(Nc1ccccc1)Nc1cc(Cl)cc(Cl)c1	-14	1	8.8	-58	10	7	11	7.4	-8	-17	105
